Shn3 3UTR inh – Schnurri-3 reporter inhibition in Clone20 osteoblasts. Clone20 osteoblast Shn3 3'UTR firefly luciferase, 24 h. inhibition, % at 12.5 µM. 360,000 compounds, 0.52% hits. AID 588674;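 active means mean inhibition of at least 75% with every replicate also reaching 75%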;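 further: 0% = median of neutral control wells and 100% = pilot-screen positive control compound; some compounds past the cut are filed as inactive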
NR5A2 inv ag – inverse agonists of human LRH-1 (NR5A2). HEK293T StAR-luciferase reporter, LRH-1 transfected, 24 h. 360,000 compounds, 0.13% hits. O00482. inhibition, % at 3.6 µM;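 active means inhibition above the mean inhibition of all tested compounds plus 3 SD, cut at about 73% in these data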;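 further: 0% = DMSO wells and 100% = reporter-only cells lacking LRH-1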
COUP-TFII inh – inhibitors of human COUP-TFII (NR2F2); HEK293T NGFI-A luciferase reporter, luminescence; inhibition, % at 8.6 µM; 370,000 compounds, 0.7% hits;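 active means inhibition above a per-plate cutoff, mean inhibition of test wells between control levels plus 3 SD, cut at about 38% in these data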;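 further: cells cotransfected with COUP-TFII expression vector driving the NGFI-A reporter; 0% = median of COUP-TF2 test wells and 100% = reporter-only cells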
TROY NFkB inh – blocks TROY-dependent signaling in reporter cells. Q293 LMP1-TROYcd NF-kB luciferase reporter, 4 h. 360,000 compounds, 0.98% hits. inhibition, % at 10 µM. AID 1347056;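 active means compounds whose plate-normalised and pattern-corrected inhibition of the luciferase reporter signal at the single screening dose is 50% or more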
TWEAK-Fn14 inh – TWEAK-Fn14 signaling inhibition; AID 1159606; 360,000 compounds, 2% hits; inhibition, % at 10 µM; TWEAK-stimulated Fn14 reporter cells, luciferase luminescence, 8 h; in the data active means inhibition above about 50%
SRC1 inh – inhibitors of human steroid receptor coactivator 1 (SRC1); Q15788; HEK293 GAL4-SRC1 luciferase reporter, luminescence; inhibition, % at 3.6 µM; 360,000 compounds, 0.12% hits; AID 588354;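 active means inhibition above the campaign mean plus 3 SD, with each screening campaign given its own cutoff, cut at about 60% in these data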;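 further: 0% = DMSO treated cells and 100% = gossypol at 36 µM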
Target sequence (Q15788 whole entry, looked up, the tested form may be a part): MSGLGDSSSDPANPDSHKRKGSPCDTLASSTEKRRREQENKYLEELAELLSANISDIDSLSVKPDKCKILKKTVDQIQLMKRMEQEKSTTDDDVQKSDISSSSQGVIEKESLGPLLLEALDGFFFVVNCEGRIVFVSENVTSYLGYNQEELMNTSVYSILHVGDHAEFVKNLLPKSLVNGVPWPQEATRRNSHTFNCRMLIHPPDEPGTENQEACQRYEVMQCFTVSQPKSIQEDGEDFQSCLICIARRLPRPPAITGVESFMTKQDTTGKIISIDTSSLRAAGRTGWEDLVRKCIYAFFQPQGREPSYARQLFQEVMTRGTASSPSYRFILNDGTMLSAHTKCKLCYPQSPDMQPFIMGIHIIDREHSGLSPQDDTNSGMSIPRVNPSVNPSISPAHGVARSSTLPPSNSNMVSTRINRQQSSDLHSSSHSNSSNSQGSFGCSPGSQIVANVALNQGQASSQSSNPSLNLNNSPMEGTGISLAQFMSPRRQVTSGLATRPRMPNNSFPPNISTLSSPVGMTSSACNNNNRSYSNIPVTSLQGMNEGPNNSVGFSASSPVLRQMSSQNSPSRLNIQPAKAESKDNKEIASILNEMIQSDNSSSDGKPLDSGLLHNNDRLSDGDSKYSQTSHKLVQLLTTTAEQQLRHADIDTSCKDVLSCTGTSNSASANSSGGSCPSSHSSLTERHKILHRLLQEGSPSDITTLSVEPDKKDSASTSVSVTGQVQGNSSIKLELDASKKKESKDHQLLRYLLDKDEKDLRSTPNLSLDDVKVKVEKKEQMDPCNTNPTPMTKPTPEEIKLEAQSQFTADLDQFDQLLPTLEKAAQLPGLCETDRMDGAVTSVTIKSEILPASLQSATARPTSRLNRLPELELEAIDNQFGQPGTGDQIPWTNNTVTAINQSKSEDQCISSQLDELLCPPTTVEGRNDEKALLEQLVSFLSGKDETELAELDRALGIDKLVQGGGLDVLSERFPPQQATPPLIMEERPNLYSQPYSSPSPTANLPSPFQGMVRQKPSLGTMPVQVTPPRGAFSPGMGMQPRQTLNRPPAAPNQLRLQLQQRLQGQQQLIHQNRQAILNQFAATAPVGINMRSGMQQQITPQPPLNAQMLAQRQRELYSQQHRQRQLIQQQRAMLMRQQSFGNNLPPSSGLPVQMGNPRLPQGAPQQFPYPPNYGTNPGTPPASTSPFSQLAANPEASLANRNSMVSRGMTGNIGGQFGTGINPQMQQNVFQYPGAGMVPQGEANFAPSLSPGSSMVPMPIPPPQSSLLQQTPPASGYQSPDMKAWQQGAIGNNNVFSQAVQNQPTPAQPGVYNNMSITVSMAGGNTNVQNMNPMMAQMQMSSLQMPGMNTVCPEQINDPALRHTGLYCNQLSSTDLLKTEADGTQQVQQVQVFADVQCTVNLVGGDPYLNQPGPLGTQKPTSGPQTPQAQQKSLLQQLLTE
C8 TRAIL sens – sensitizes caspase-8 expressing cells to TRAIL; NB7+C8 cells + TRAIL, ATPlite viability luminescence; inhibition (viability loss, TRAIL sensitization), % at 10 µM; 360,000 compounds, 1% hits;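 active means compounds causing at least 50% loss of cell viability in the single-dose screen, relative to plate controls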
KKLEB cytotox – counter-screen for CF NF-kB inhibitors: cytotoxicity; KKLEB CF airway cells viability, ATPlite luminescence, overnight; stronger effect = lower value; cells stimulated with P. aeruginosa culture filtrate; activity change (cytotoxicity), % at 5 µM; AID 602141; 360,000 compounds, 0.36% hits;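 active means corrected activity change at or below -50% at 5 µM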
CF NFkB inh – blocks PAF-induced NF-kB reporter in cystic fibrosis cells | KKLEB NF-kB-GFP reporter, GFP fluorescence overnight | inhibition, % at 5 µM | 360,000 compounds, 0.86% hits;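 active means at least 50% inhibition at 5 µM, scaled per plate between neutral and stimulator controls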;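 further: PAF is a Pseudomonas aeruginosa culture filtrate used as stimulus; plate controls were PAF-stimulated DMSO wells for no effect and unstimulated DMSO wells for full effect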
NCOA3 inh – human NCOA3 inhibition | inhibition, % at 3.6 µM | AID 588352 | Q9Y6Q9 | HEK293 GAL4-SRC3 luciferase reporter, luminescence | 360,000 compounds, 0.17% hits;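 active means inhibition above a per-campaign cutoff, the mean of all compounds plus 3 SD, cut at about 60% in these data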;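 further: 0% = DMSO-treated cells and 100% = gossypol-treated cells at 36 µM; higher means less SRC3-driven luciferase light from the GAL4 reporter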
EBV LMP1 NFkB – Epstein-Barr LMP1 NF-kappaB reporter inhibition; LMP1-induced NF-kappaB luciferase reporter cells, luminescence; inhibition, % at 12.5 µM; 350,000 compounds, 0.69% hits; AID 504558; in the data active means inhibition above about 41%;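 further: 0% = neutral control wells and 100% = reference inhibitor control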
* = called active by the depositor; . = not tested or not shown. Only part of the results is shown. The share of hits here may be higher or lower than overall.

Compound	Shn3 3UTR inh	NR5A2 inv ag	COUP-TFII inh	TROY NFkB inh	TWEAK-Fn14 inh	SRC1 inh	C8 TRAIL sens	KKLEB cytotox	CF NFkB inh	NCOA3 inh	EBV LMP1 NFkB
COc1oc(-c2ccccc2C)nc1C(F)(F)F	18.8	14.2	3.6	-12.9	-1.7	-1.8	-5.0	12.6	-12.5	-2.6	5.1
Cc1ccc(Cl)cc1NC(=O)COC(=O)C1CCCC1	-22.2	1.1	14.8	-5.0	3.0	-14.3	-3.3	2.9	9.8	-4.6	-0.3
COc1ccc(Br)cc1/C=N/NC(=O)CN1CCN(Cc2ccccc2)CC1	.	7.8	-2.4	9.0	-11.8	-25.0	-5.6	-8.6	7.7	6.4	3.1
CCC(=O)N(CCc1ccc(S(N)(=O)=O)cc1)C1CC(=O)N(c2ccc(OC)cc2)C1=O (stereo not drawn)	7.4	-4.1	7.2	-2.6	-7.9	0.2	-1.2	-4.0	-41.1	26.5	-2.1
CC(=O)N1CCN(S(=O)(=O)c2ccc(S(=O)(=O)NC3CC3)cc2)CC1	5.6	3.7	-5.5	15.6	-1.7	4.2	0.5	4.5	-3.3	-6.8	0.4
C=CCC[C@H](Cc1ccc(F)cc1)C(=O)OC[C@@H](C)NC(=O)[C@H](CC=C)CC(=O)N(CCO)Cc1ccccc1	9.1	-8.2	20.4	1.2	15.6	7.5	-8.1	-3.9	8.5	-13.8	-4.3
CC(=O)Nc1ccc(NC(=O)CCN2C(=O)C3CC=CCC3C2=O)cc1 (stereo not drawn)	2.6	-7.4	3.6	13.7	3.0	-1.7	-0.4	5.4	1.3	-3.5	0.3
c1ccc(-c2nc3c([nH]2)CCc2nonc2-3)cc1	-10.6	-12.6	-0.5	-2.5	-6.3	-15.4	7.3	15.2	-3.6	-8.3	-8.4
CCOCc1nnc(NC(=O)c2cc(C(=O)OC)cc([N+](=O)[O-])c2)s1	-19.3	14.9	8.6	4.2	11.8	-12.8	0.7	4.3	7.8	-10.9	-1.6
COC(C(=O)Nc1ccc(F)c(F)c1)c1ccccc1 (stereo not drawn)	6.2	3.8	-12.0	1.3	-5.6	-0.2	-0.8	5.1	-17.4	14.3	-0.9
C#CC[N+](C)(C)CC#Cc1ccc(Cl)cc1	-16.3	15.2	-2.2	12.3	-0.2	6.9	-4.9	-35.4	15.4	15.8	-2.2
COCCOC(=O)/C(=C/c1ccc(OC(=O)c2ccccc2)cc1)C(C)=O	13.8	-5.7	.	17.8	-54.8	7.8	0.1	7.7	-25.4	-1.4	-0.9
COC(=O)CCc1c(C)nc(N)[nH]c1=O	-13.1	0.5	7.1	3.1	-15.2	0.0	-1.8	-4.2	9.4	17.6	1.0
O=C(O)c1cc(-n2nnnc2SCc2ccccc2F)ccc1Cl	12.9	-17.6	-3.6	11.9	-13.4	-3.6	-9.8	2.5	-0.2	18.6	7.1
O=C(CN1C(=O)CSc2ccc(S(=O)(=O)N3CCOCC3)cc21)NCCc1ccccc1	-14.7	-9.9	5.5	-1.4	97.4*	-6.0	-14.7	1.0	21.8	-14.2	1.9
CCCCCCn1ccc(=N)cc1	86.4*	35.3	76.4*	22.1	39.1	-6.8	22.1	2.2	-1.5	-17.3	11.9
C#CC1CN(Cc2ccccc2)CC(C#C)N1C (stereo not drawn)	-18.5	6.6	2.8	-5.8	3.6	-71.3	-1.2	3.5	-3.3	-2.9	-8.8
CC(OC(=O)c1ccc(F)c(S(=O)(=O)N2CCOCC2)c1)C(=O)NCC1CCCCC1 (stereo not drawn)	-3.8	10.9	-6.9	-2.5	-1.6	8.3	-5.6	-18.1	1.8	17.4	2.2
Clc1ccc(-c2cc3nc(NCc4cccc(Cl)c4)ccn3n2)cc1	-82.3	-134.4	-25.2	-24.9	5.4	-71.5	12.6	3.1	-27.5	-120.1	.
O=C(NNc1nc2cc3c(cc2s1)OCO3)c1ccccc1	-41.8	-34.0	-23.1	-34.5	7.1	-52.4	-2.5	-10.4	1.2	-29.3	-5.2
Cc1ccc(-c2cc3c(N=O)c4ccccc4c-3n[nH]2)cc1	64.5	42.4	83.9*	88.1*	102.9*	69.4*	93.5*	-81.2*	-22.5	72.9*	63.1*
Cc1[nH]n(C(N)=S)c(=O)c1N=Nc1cccc([N+](=O)[O-])c1C	-58.2	-75.7	.	-32.5	-34.9	-107.4	5.0	9.1	-13.4	-84.7	-10.8
COc1cc(C(=O)N2CCN(c3cccc(C(F)(F)F)c3)CC2)ccc1OCC(=O)N1CCOCC1	40.9	-2.9	14.2	-2.6	3.6	-16.8	-0.9	4.7	1.0	14.6	-12.6
Cc1nn(-c2ccccc2)c(C)c1NC(=O)COc1ccc2ccccc2c1	7.9	-0.2	24.4	54.7*	45.4	3.0	3.3	-3.6	3.0	10.0	5.6
CNC(=O)C1(C)Cc2c(-c3ccc4c(c3)OCO4)ccnc2O1 (stereo not drawn)	-7.3	8.9	-1.2	7.3	-7.2	4.5	-3.5	20.5	-26.1	-3.9	.
Cc1ccc(C)c(NC(=O)CN2C(=O)NC(C)(c3ccc4c(c3)OCCO4)C2=O)c1 (stereo not drawn)	4.3	2.9	-1.2	-2.6	-7.0	-13.0	-12.4	4.2	9.9	13.5	-7.0
Cc1nn(-c2ccccc2)c2sc(-c3n[nH]c(=S)o3)cc12	22.0	-1.2	2.3	-30.9	-14.8	-2.1	-28.5	-5.3	-36.4	4.8	-9.4
Cc1cc(/C=N/NC(=O)C(O)(c2ccccc2)c2ccccc2)c(C)n1-c1ccccc1	30.6	-10.2	-0.6	-9.3	-11.3	4.0	-3.8	-11.3	16.3	-2.9	5.9
Cc1cc(C)n(-c2nnc(C)n2NS(C)(=O)=O)n1	-4.2	11.6	5.1	8.6	-2.9	7.4	10.4	3.3	-6.3	10.8	-0.1
COc1ccc(CNC(=O)CN(C(=O)CCC(=O)Nc2ccccn2)c2cccc(C)c2C)cc1	22.1	-4.9	-6.3	-6.6	28.3	6.1	6.8	4.2	-4.0	-3.0	-9.6
O=C(NCCCNC(=O)c1ccco1)c1ccc(F)cc1	-7.4	3.1	-2.9	3.6	-6.1	9.3	-13.7	4.4	-16.8	4.7	2.0
Cc1c(Cl)cccc1N/C(=N/S(=O)(=O)c1cccs1)c1ccccc1	23.6	-14.6	6.9	7.5	9.3	-17.8	-1.4	-0.9	14.4	8.6	1.3
COc1ccc(/C(N)=N/OC(=O)c2ccco2)cc1OC	-87.6	-115.9	-75.5	-64.0	-28.0	-96.7	3.4	0.1	1.7	-66.6	-32.3
CCn1cnc2c1c(=O)n(Cc1cccc([N+](=O)[O-])c1)c(=O)n2Cc1ccccc1	23.3	-19.8	12.1	-14.9	8.3	-1.6	-21.9	-9.1	28.6	12.2	-4.2
CCOC(=O)C1=C(COC(=O)Cc2ccc(OC)c(OC)c2)NC(=O)NC1C (stereo not drawn)	15.4	-12.6	19.0	-7.3	5.0	-14.3	-15.2	-25.0	8.4	-6.9	9.1
COC(=O)NNC(=O)C(c1ccccc1)c1ccccc1	5.8	8.3	2.3	20.6	-13.1	2.6	-0.5	-10.6	-7.2	20.9	5.9
CN(CC(=O)Nc1ccccc1Cl)C(=O)Cn1cnc2ccccc2c1=O	-7.1	-5.8	-5.4	-3.7	1.4	-18.7	-13.7	0.4	5.2	0.9	-8.6
CC1(C)OC(=O)C(=NNc2ccccc2C(=O)O)C(=O)O1	11.4	1.8	14.1	-9.5	8.3	19.1	-3.4	7.7	5.1	26.5	-10.8
O=C(Cn1nc(-c2cccc(Cl)c2)ccc1=O)Nc1cccnc1	27.5	-0.8	7.1	1.6	12.9	-6.8	-10.5	-5.6	-0.6	-2.0	-4.0
COC(=O)CNC(=O)C1CCN(S(=O)(=O)c2cnc[nH]2)CC1	2.2	3.0	9.5	-3.4	12.8	-10.9	-3.0	-1.1	9.0	11.3	-7.6
CCOc1cc(C#N)c(NC(=O)Cn2nnc3ccccc32)cc1OCC	-13.8	11.3	13.2	7.1	8.0	2.9	8.8	25.6	5.3	11.4	-3.8
Cc1c(C)c(C)c(S(=O)(=O)NCCC(=O)N2CCN(Cc3ccc(C#N)cc3)CC2)c(C)c1C	14.6	17.9	23.1	14.5	15.9	-2.0	0.4	-10.6	4.8	8.5	6.4
CSc1ccc(NC(=O)CC(C)=O)cc1	-12.6	14.9	-20.5	-22.7	-14.8	-16.2	-4.9	-8.1	8.5	-10.7	-1.3
Cc1cc(NC(=O)CSc2c3c(nc4ccccc24)CCC3)no1	4.8	15.3	-1.5	16.5	19.1	1.7	37.7	-6.4	32.8	4.2	-5.4
CCCC(=O)Nc1ccc(C(=O)COC(=O)c2cc(C)oc2C)cc1	3.3	12.8	-7.9	1.1	2.1	-6.9	-14.2	5.5	1.5	4.8	0.1

Grouped by structure, the compounds so far containing fluorine.
Compound	Shn3 3UTR inh	NR5A2 inv ag	COUP-TFII inh	TROY NFkB inh	TWEAK-Fn14 inh	SRC1 inh	C8 TRAIL sens	KKLEB cytotox	CF NFkB inh	NCOA3 inh	EBV LMP1 NFkB
COc1oc(-c2ccccc2C)nc1C(F)(F)F	18.8	14.2	3.6	-12.9	-1.7	-1.8	-5.0	12.6	-12.5	-2.6	5.1
C=CCC[C@H](Cc1ccc(F)cc1)C(=O)OC[C@@H](C)NC(=O)[C@H](CC=C)CC(=O)N(CCO)Cc1ccccc1	9.1	-8.2	20.4	1.2	15.6	7.5	-8.1	-3.9	8.5	-13.8	-4.3
COC(C(=O)Nc1ccc(F)c(F)c1)c1ccccc1 (stereo not drawn)	6.2	3.8	-12.0	1.3	-5.6	-0.2	-0.8	5.1	-17.4	14.3	-0.9
O=C(O)c1cc(-n2nnnc2SCc2ccccc2F)ccc1Cl	12.9	-17.6	-3.6	11.9	-13.4	-3.6	-9.8	2.5	-0.2	18.6	7.1
CC(OC(=O)c1ccc(F)c(S(=O)(=O)N2CCOCC2)c1)C(=O)NCC1CCCCC1 (stereo not drawn)	-3.8	10.9	-6.9	-2.5	-1.6	8.3	-5.6	-18.1	1.8	17.4	2.2
COc1cc(C(=O)N2CCN(c3cccc(C(F)(F)F)c3)CC2)ccc1OCC(=O)N1CCOCC1	40.9	-2.9	14.2	-2.6	3.6	-16.8	-0.9	4.7	1.0	14.6	-12.6
O=C(NCCCNC(=O)c1ccco1)c1ccc(F)cc1	-7.4	3.1	-2.9	3.6	-6.1	9.3	-13.7	4.4	-16.8	4.7	2.0
